FBW7 activator: FBW7 E3 ligase activators, primary screen, biochemical, AlphaScreen, human; F-box/WD repeat-containing protein 7 (Homo sapiens), Q969H0; AlphaScreen FBW7–phospho-cyclin E peptide binding, activator screen; normalized activity (activation), % at 26.1 µM; 0.13% of 650,000 active; AID 1259310, 2017; in the data active means normalized activity above about 1.9%;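 further: purified mutant Fbw7 with reduced substrate affinity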
Target sequence (Q969H0 whole entry, looked up): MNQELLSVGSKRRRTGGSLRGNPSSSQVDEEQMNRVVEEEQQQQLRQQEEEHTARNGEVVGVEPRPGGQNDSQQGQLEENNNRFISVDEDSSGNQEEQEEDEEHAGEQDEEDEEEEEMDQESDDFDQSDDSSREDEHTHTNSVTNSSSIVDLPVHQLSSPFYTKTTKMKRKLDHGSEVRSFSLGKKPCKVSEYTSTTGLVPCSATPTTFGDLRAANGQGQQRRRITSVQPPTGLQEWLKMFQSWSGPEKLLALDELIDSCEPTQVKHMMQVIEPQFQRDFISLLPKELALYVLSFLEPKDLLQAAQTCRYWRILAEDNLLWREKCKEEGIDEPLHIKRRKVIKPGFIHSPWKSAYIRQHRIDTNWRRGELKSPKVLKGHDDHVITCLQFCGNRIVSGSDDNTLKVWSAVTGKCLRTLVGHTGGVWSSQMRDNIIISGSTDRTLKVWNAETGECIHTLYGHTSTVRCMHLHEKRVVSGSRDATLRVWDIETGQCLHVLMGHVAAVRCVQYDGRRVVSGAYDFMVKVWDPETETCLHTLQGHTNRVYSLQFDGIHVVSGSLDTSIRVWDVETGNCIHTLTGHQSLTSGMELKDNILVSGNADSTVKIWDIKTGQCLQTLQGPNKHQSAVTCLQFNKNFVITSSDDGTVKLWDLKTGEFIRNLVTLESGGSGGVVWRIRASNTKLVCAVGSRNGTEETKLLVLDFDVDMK
TEAD-YAP inh: TEAD-YAP interaction inhibition, primary screen, TEAD-YAP interaction inhibitor project, luminescence, HEK-TIYL cells. AID 1259422, 2018. inhibition, % at 9.12 µM. 1.4% of 640,000 active. TEAD-Gal4/YAP UAS-luciferase luminescence; in the data active means inhibition above about 32%;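 further: 0% = median of test compound wells and 100% = reference inhibitor wells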
GPR151 ag: activators of human GPR151, primary screen, cell-based, PathHunter beta-arrestin, luminescence | G-protein coupled receptor 151 (Homo sapiens), Q8TDV0 | AID 1508602, 2020 | activation, % at 11.2 µM | PathHunter beta-arrestin GPR151 cells | 1% of 650,000 active; in the data active means activation above about 4.9%;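 further: 0% = median of compound wells and 100% = cells with positive control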
MITF inh: MITF inhibitors, primary screen, biochemical, AlphaScreen, human; AlphaScreen MITF homodimerization, bead proximity signal; inhibition, % at 2.6 µM; 0.91% of 650,000 active; AID 1259374, 2018; in the data active means inhibition above about 50%;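 further: 0% = vehicle wells with protein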
Active calls of the source: *; & = joins results of further samples.

SMILES,FBW7 activator,TEAD-YAP inh,GPR151 ag,MITF inh
COc1ccc(/C=C(/NC(=O)/C=C/c2ccccc2)C(=O)N2CCOCC2)cc1,0.2,-1,0.0,1
CCCCSc1nc2sc3c(c2c(=O)n1-c1ccc(OC)cc1)CCC(C(C)(C)C)C3 (centres undefined),-0.1,-1,-0.6,-12
CC(=O)N1CCC(N(C(=O)C2CC2)c2ccc3c(c2)CCN3C(C)=O)CC1,-0.1,46*,1.6,5
COCCCNC(=S)NC(=O)c1ccc(F)cc1,0.1,-54,0.0,5
COc1ccc(Cl)c2c1[nH]c1nc(SCC(=O)N3CCCC3)nnc12,0.3,11,-0.3,15
Cc1cccn2cc(CNC(=O)CCc3nnc(CCCc4ccccc4)o3)nc12,0.2,4,-0.5,12
CC(C)NC(=O)NC(=O)CSc1ncccn1,0.2,4,-1.0,9
Cc1ccc(OCC(=O)Nc2ccc(S(=O)(=O)Nc3onc(C)c3C)cc2)c(C)c1,-0.1,-1,-0.4,2
Oc1c(C(c2ccccc2Cl)N2CCOCC2)ccc2cccnc12 (centres undefined),-0.3,84*,-1.3,62*
COc1cccc(C(NC(=O)C2CCN(C(C)=O)CC2)c2ccccn2)c1 (centres undefined),0.0,-1,0.8,-3
Cc1ccc(N(C(C)C(=O)NCCc2ccccc2)S(C)(=O)=O)cc1 (centres undefined),0.2,-1,0.0,12
CCOc1ccccc1N(CC(=O)N1CCN(C)CC1)S(=O)(=O)c1ccc(C)cc1,0.0,2,1.2,14
COc1ccc(OC(C)C(=O)Nc2ccccc2C#N)cc1 (centres undefined),-0.2,2,-0.8,-6
COCCSc1nnc(NC(=O)CN2C(=O)c3ccccc3C2=O)s1,0.7,-8,0.4,3
O=C1N/C(=C/c2ccc(N3CCOCC3)c([N+](=O)[O-])c2)C(=O)N1Cc1ccccc1F,-0.1,1,0.4,11
CC(C)C(c1nnnn1Cc1ccco1)N1CCN(c2nc3ccccc3s2)CC1 (centres undefined),0.0,-14,-1.2,-17
O=C1C2C3C=CC(C3=C(c3ccccc3)c3ccccc3)C2C(=O)N1c1cccc(C(F)(F)F)c1 (centres undefined),0.2,9,-0.9,7
COc1ccc(CCNc2nc3ccc(Cl)cc3n3cnnc23)cc1OC,0.3,-2,-1.5,1
COc1ccc(/C=C(\C#N)c2nn(-c3ccccc3)c(N)c2C#N)c(OC)c1,0.0,25,2.1,-1
O=C(c1ccccc1F)N1CCN(c2ccc3nncn3n2)CC1,-0.1,-3,-1.0,-2
CCOc1ccc(Nc2nc(N3CCCC3)nc(N3CCN(c4ccc(OC)cc4)CC3)n2)cc1,0.0,3,-0.7,15
Cc1ccc(NC(=S)NC(=O)c2ccc([N+](=O)[O-])cc2)nc1,-0.3,-16,-0.9,1
COC(=O)c1cnc(NCc2ccccc2OC)c2ccccc12,0.2,-1,-0.2,-8
Cc1ccc2oc(=O)c3cnn(CC(=O)Nc4nc5ccccc5s4)c3c2c1,0.0,6,0.4,9
Cc1ccc2c(C)nc(N3CCCC(NCC(C)C)CC3)nc2c1 (centres undefined),0.2,0,-0.2,-2
COC1OC(CO)C(O)C(O)C1NC(C)=O (centres undefined),-0.1,5,0.5,0
COCCN(CCOC)S(=O)(=O)c1ccc(C(=O)Nc2nc(-c3ccc(OC)c(C)c3)cs2)cc1,-0.1,11,2.4,-1
CC(C)CNC(=O)COC(=O)c1nn(-c2ccccc2C(F)(F)F)cc1O,0.0,-5,-0.4,-10
O=C(COc1ccccc1[N+](=O)[O-])N/N=C/c1ccc[nH]1,-0.1,1,-0.3,6
CC(C)(C)C1CCc2onc(C(=O)Nc3cccnc3Cl)c2C1 (centres undefined),-0.2,-4,-0.5,-6
CCCc1nc(SCC(=O)OCC)c2c(C)c(C)sc2n1,-0.1,0,0.1,2
CCOC(=O)N1CCN(S(=O)(=O)c2cccc3cccnc23)CC1,-0.3,-2,1.1,22
O=C(O)c1ccccc1Nc1ccnc(N2CCCCC2)n1,0.1,15,1.4,-5
O=C(c1ccco1)N1CCN(C(c2ccccc2F)c2nnnn2C2CCCC2)CC1 (centres undefined),0.2,11,-0.1,-11
O=C(NCCCN1CCOCC1)c1cc(-c2ccc(Cl)s2)nc2ccccc12,0.0,10,0.7,3
CC1C(C(=O)N(C=O)c2ccccc2F)C2C=CC1C21CC1 (centres undefined),0.1,-3,0.4,-15
COc1cccc(NC(=O)COc2ccccc2OC)c1,-0.1,-20,2.3,-4
O=[N+]([O-])c1cccc(-n2cnnn2)c1,0.0,3,1.3,1
CCOC(=O)C(=O)Nc1cc(OC)ccc1OC,-0.1,0,-1.6,2
Cc1ccc(NC(=O)c2cccs2)c(Br)c1,0.0,-53,0.5,-13
Cc1nn(-c2ccc(F)cc2)c(C)c1C=O,-0.2,-10,-0.4,-10
Cc1ccc(-n2[nH]c(=O)ccc2=O)cc1Cl,0.0,6,0.0,-17
Cc1cc(Br)ccc1NC(=O)Cn1cnc2sc(C)c(C)c2c1=O,-0.1,3,0.0,10
O=C(Nc1nnc(CSCc2ccccc2)s1)c1ccc(Br)cc1,0.0,0,-1.0,7
Cc1ccc(OCC(=O)N/N=C/c2ccc(N(C)C)cc2)cc1C,0.0,8,0.7,-1
COc1ccc2[nH]c3nc(SCC(=O)Nc4ccc(C(=O)NC5CC5)cc4)nnc3c2c1,-0.2,5,0.8,9
O=C1CC(c2cccs2)Sc2nc(-c3ccccc3)c(-c3ccccc3)n21 (centres undefined),0.0,2,0.2,2
COc1ccc(NC(=O)C(=O)NCc2ccco2)c(OC)c1,0.0,-2,0.5,9
Cc1nc2ccccc2c2nn(CC(=O)NCc3cccs3)c(=O)n12,0.0,-7,0.5,4
Cc1ncn(-c2ccc(Nc3nccc(Nc4ccccc4-c4ccn[nH]4)n3)cc2)n1,-0.3,64*,1.6,1

Remaining list, next part
SMILES,FBW7 activator,TEAD-YAP inh,GPR151 ag,MITF inh
Cc1nc(N/N=C\c2ccc3c(c2)OCO3)sc1C,-0.1,-45,0.3,-3
Cc1ccc([N+](=O)[O-])cc1N=P(c1ccc(C)n1C)(N1CCOCC1)N1CCOCC1,0.1,6,1.4,10
O=C(NNC(=O)c1ccccc1C(=O)O)c1ccccc1O,0.0,-33,-0.9,-1
Cc1cc(C)cc(NC(=O)Cn2c(=O)oc3cc(S(=O)(=O)N4CCCCC4)ccc32)c1,-0.1,4,0.9,3
CCc1ccc2oc(-c3cccc(NC(=O)c4cc(Br)ccc4Cl)c3)nc2c1,-0.1,-5,0.5,-8
NC(N)=NC(N)=Nc1ccccc1,-0.1&0.3,-7,4.3&-0.7,13&2
CCOc1ccc(-c2cc(=O)c3ccc(NC(=O)c4ccccc4)cc3o2)cc1,1.2,12,1.6,0
CC(=O)c1cccc(-c2cc(NCCCN3CCCC3=O)nc(N)n2)c1,-0.1,-17,-0.8,-3
CCCCCCOc1ccc(NS(=O)(=O)c2cccc3cccnc23)cc1,0.3,-5,-0.2,-9
Cc1ccc(F)c(NC(=O)C2CC(=O)N(c3ccc(C)c(C)c3)C2)c1 (centres undefined),0.0,-3,-1.8,10
Nc1cc(C(=O)c2cccs2)ccc1Cl,-0.1,-12,1.0,10
O=C(Nc1cccc(-c2nc3ccccc3s2)c1)c1ccc(N2C(=O)CCC2=O)cc1,0.0,-2,7.4*,2
Cc1cc(C)cc(NC(=O)C2CC(=O)N(c3ccc(Br)cc3)C2)c1 (centres undefined),0.2,1,0.3,15
N=c1c(C(=O)NCCN2CCOCC2)cc2c(=O)n3ccccc3nc2n1Cc1ccco1,0.1,-6,-1.3,7
CCC(Sc1nc2ccccc2c(=O)n1NC(=O)c1ccc(OC)cc1)C(=O)NCc1cccnc1 (centres undefined),-0.1,79*,0.6,-5
CC(CCc1ccccc1)NC(=O)Cc1ccccc1 (centres undefined),0.7,-4,1.3,18
CCCOc1ccc(OC(=O)c2ccc(-c3ccc(CC)cn3)cc2)cc1,-0.1,1,1.2,12
COc1ccc(C2(CNS(=O)(=O)c3ccccc3)CCCC2)cc1OC,-0.1,-8,0.5,3
COc1ccc(CNc2ccnc3c(-c4ccc(O)c(OC)c4)cnn23)cc1,0.2,3,-0.2,-13
O=C(Nc1ccc(N2CCOCC2)cc1N1CCOCC1)c1ccc(Br)cc1,0.0,3,-0.6,19
O=C1NC(=O)C(Cc2ccccc2F)(C2CCN(Cc3ccccc3)CC2)N1 (centres undefined),0.1,0,-0.1,-17
CC(C)(C)C(=O)/C=C/c1ccccc1O,0.0,2,0.8,15
CCOC(=O)c1c(C)oc2ccc(OCC(=O)C(C)(C)C)cc12,0.6,3,1.4,-5
COc1cc(C(=O)NCC2(c3ccccc3)CCOCC2)cc(OC)c1OC,0.1,-2,-1.1,-1
CCOc1ccccc1OCCCOc1ccc(C(=O)OC)cc1,0.5,-15,-0.1,-1

Overlap with the part before: two entries, then new ones.
SMILES,FBW7 activator,TEAD-YAP inh,GPR151 ag,MITF inh
COc1cc(C(=O)NCC2(c3ccccc3)CCOCC2)cc(OC)c1OC,0.1,-2,-1.1,-1
CCOc1ccccc1OCCCOc1ccc(C(=O)OC)cc1,0.5,-15,-0.1,-1
CCC(C)OC(=O)C1=C(C)NC2=C(C(=O)CC(c3ccc(Cl)cc3)C2)C1c1ccc(OC)c(Br)c1 (centres undefined),0.0,-2,-1.0,-12
N#C/C(=C\c1ccc(Cl)cc1Cl)C(=O)NCc1cccnc1,0.3,6,-0.8,14
CCOC(=O)CC1=C(C(=O)OCC)C(c2ccc(OC)c(OC)c2)C(C#N)=C(N)O1 (centres undefined),-0.1,-8,0.2,1
Cc1ccc(NC(=O)c2sc3ncn(CC(=O)N4CCN(c5ccccn5)CC4)c(=O)c3c2C)cc1Cl,-0.1,1,0.0,4
CCCC1=NN2C(=N)/C(=C/c3ccccc3C(F)(F)F)C(=O)N=C2S1,-0.1,-10,-0.1,-4
COc1ccc(Cl)cc1N1C(=O)CSC1c1c(F)cccc1Cl (centres undefined),0.0,-2,-0.2,-2
COC(=O)c1cccc(NC(=O)Nc2ccc(Cl)cc2)c1C,0.0,-8,0.3,12
COCCNC(=O)Cn1c(=S)[nH]c2c([nH]c3ccc(OC)cc32)c1=O,0.2,-1,-0.9,-3
CC(=O)c1cccc(NC(=O)c2ccc(N3CC4CC(C3)c3cccc(=O)n3C4)c(NC(=O)c3ccccc3Br)c2)c1 (centres undefined),-0.1,-4,-0.8,-9
S=C1NC(=S)NC(c2ccc3c(c2)OCO3)N1,-0.1,12,0.5,6
Cc1csc(NC(=O)CCCc2ccccc2)n1,-0.2,-38,1.4,0
COc1cccc(N2CCN(Cc3ccsc3)CC2)c1,0.5,1,-0.8,6
Cc1ccc(NC(=O)/C(=C\c2ccco2)NC(=O)c2cccc([N+](=O)[O-])c2)cc1,0.0,-4,-0.4,10
COC(=O)c1ccc(N(C)c2nc(C)cc(C)n2)cc1,0.0,-1,0.6,4
COc1cccc2s/c(=N/C(=S)NC(=O)CN3C(=O)CCC3=O)n(C)c12,-0.1,2,3.3,3
COc1ccc(CNC(=O)c2ccc(N3CC4CC(C3)c3cccc(=O)n3C4)c(NC(=O)c3ccc(F)cc3)c2)cc1 (centres undefined),-0.1,-6,2.0,-12
COc1cc(C2C(C(=O)OC3CCCC3)=C(C)NC3=C2C(=O)CC(C)(C)C3)ccc1OCc1ccccc1 (centres undefined),0.0,3,0.6,5
CNC(=S)Nc1cccc(C(F)(F)F)c1,-0.1,4,-0.5,-4
CCc1cc2ccc(OC)cc2nc1SCC(=O)Nc1nc(C)cs1,-0.1,-1,0.0,6
C=CCSc1nc2ccccc2c(=O)n1C,0.1,-8,0.5,-5
Cc1ccc(S(=O)(=O)N2CCCC2C(=O)N(CC2CCCO2)c2nc3c(C)cccc3s2)cc1 (centres undefined),0.1,-4,0.9,21
COc1ccc(CN2CCc3nnc(C(C)NC(=O)c4ccoc4C)n3CC2)cc1C (centres undefined),-0.2,1,1.8,-13
CCOc1ccc(Nc2cc(N3CCN(C(=O)c4ccco4)CC3)c3noc4c3c2C(=O)c2ccccc2-4)cc1,0.0,4,0.6,-6
COc1cc(CN2CCN(S(=O)(=O)c3ccc(C)cc3)CC2)cc(OC)c1OC,0.8,7,-1.1,52*

Given with two lines to a compound: entries from further up.
Each structure is followed by: FBW7 activator, TEAD-YAP inh, GPR151 ag, MITF inh
CCc1cc2ccc(OC)cc2nc1SCC(=O)Nc1nc(C)cs1
→ -0.1, -1, 0.0, 6
CCC(C)OC(=O)C1=C(C)NC2=C(C(=O)CC(c3ccc(Cl)cc3)C2)C1c1ccc(OC)c(Br)c1 (centres undefined)
→ 0.0, -2, -1.0, -12
CCCC1=NN2C(=N)/C(=C/c3ccccc3C(F)(F)F)C(=O)N=C2S1
→ -0.1, -10, -0.1, -4
Cc1csc(NC(=O)CCCc2ccccc2)n1
→ -0.2, -38, 1.4, 0
C=CCSc1nc2ccccc2c(=O)n1C
→ 0.1, -8, 0.5, -5
